SUMO1 PPI mod: modulators of SUMO1 protein-protein interactions, primary screen, biochemical, uHTS. Small ubiquitin-related modifier 1 (Homo sapiens), P63165. SUMO1 binding to a labelled peptide, TR-FRET, 1 h. inhibition, % at 20 µM. 360,000 compounds, 0.33% hits; in the data active means inhibition above about 37%
NadD inh: inhibitors of S. aureus NadD, primary screen, biochemical, colorimetric, uHTS. Nicotinate-nucleotide adenylyltransferase NadD (Staphylococcus aureus N315). purified NadD enzyme, colorimetric absorbance read-out. inhibition, % at 20 µM. 360,000 compounds, 0.78% hits. AID 602399, 2012; in the data active means inhibition above about 26%; further: some compounds past the cut are filed as inactive
Tb MetRS inh: T. brucei MetRS inhibitors, primary screen, biochemical, luminescence; methionyl-tRNA synthetase (Trypanosoma brucei brucei); purified T. brucei MetRS, ATP depletion, Kinase-Glo luminescence; inhibition, % at 11.9 µM; 360,000 compounds, 0.4% hits;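 active means inhibition above a per-plate cutoff of the control wells' mean inhibition plus 3 SD, cut at about 5.5% in these data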;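 further: 0% = DMSO wells median and 100% = median of wells with control inhibitor compound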
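technique = Kinase-Glo luminescence, ATP depletion format | system = purified MetRS (methionyl-tRNA synthetase) enzyme from Trypanosoma brucei | timing = 15 min preincubation, 2 h reaction, all 25 °C | evaluation = percent inhibition versus plate control medians | dosing = single dose, 11.9 µM final nominal, 0.9% final DMSO | also added = substrates ATP, L-methionine and bulk Escherichia coli tRNA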
CendR NRP1 mod: modulators of CendR peptide binding to NRP-1, primary screen, biochemical, fluorescence polarization, uHTS | Neuropilin-1 (Homo sapiens), O14786 | FAM-RPARPAR peptide binding to NRP-1 | inhibition, % at 25 µM | 360,000 compounds, 0.85% hits;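 active means inhibition or corrected inhibition above about 18%, plus a signal ratio from 0.5 to 1.5, limit read from the data, passing the limit was not always enough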; further: strong numbers were not always called active
SKN-1 inh: suppressors of acrylamide-induced Pgst-4::GFP reporter in worms, primary screen, SKN-1 inhibitor project, whole organism, uHTS, GFP/RFP fluorescence ratio, strain VP596. C. elegans VP596 Pgst-4::GFP/RFP ratio, 24 h. inhibition, % at 21.8 µM. 360,000 compounds, 0.49% hits. AID 624304, 2012;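 active means interference check ratio from 0.5 to 1.5 plus GFP to RFP signal ratio inhibition reaching or exceeding a fixed threshold, cut at about 30% in these data, passing the limit was not always enough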; further: some compounds called inactive have numbers as strong as hits
LMPTP inh: LMPTP phosphatase inhibitors, primary screen, biochemical, fluorescence intensity, uHTS. recombinant LMPTP-A, OMFP fluorogenic substrate. inhibition, % at 20 µM. 360,000 compounds, 0.22% hits. AID 651560, 2012;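 active means compounds that cut the enzyme signal by at least half of the control window in the single-dose screen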;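 further: plate controls were DMSO wells with enzyme plus substrate for no effect and substrate without enzyme for full effect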
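Buffer or medium: Bis-Tris pH 6.0, DTT, detergent; Assay system: LMPTP-A enzyme; Quantity: 0.625 nM enzyme; Detection: endpoint fluorescence intensity; Times: 50 min dark incubation at room temperature; Controls: substrate-only low control, DMSO enzyme-plus-substrate high control; Doses: single 20 µM dose; Read-out: percent inhibition versus substrate-only and uninhibited controls; Reagent: 400 µM OMFP.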
DNMT1 block: human DNMT1 methyltransferase inhibitors, primary screen, biochemical, molecular beacon, fluorescence, HinP1I cleavage, uHTS | inhibition (reported as % activation of signal), % at 10 µM | 360,000 compounds, 0.83% hits | AID 588458, 2011; in the data active means inhibition above about 50%
Target sequence (P26358 504-1616 limits assumed): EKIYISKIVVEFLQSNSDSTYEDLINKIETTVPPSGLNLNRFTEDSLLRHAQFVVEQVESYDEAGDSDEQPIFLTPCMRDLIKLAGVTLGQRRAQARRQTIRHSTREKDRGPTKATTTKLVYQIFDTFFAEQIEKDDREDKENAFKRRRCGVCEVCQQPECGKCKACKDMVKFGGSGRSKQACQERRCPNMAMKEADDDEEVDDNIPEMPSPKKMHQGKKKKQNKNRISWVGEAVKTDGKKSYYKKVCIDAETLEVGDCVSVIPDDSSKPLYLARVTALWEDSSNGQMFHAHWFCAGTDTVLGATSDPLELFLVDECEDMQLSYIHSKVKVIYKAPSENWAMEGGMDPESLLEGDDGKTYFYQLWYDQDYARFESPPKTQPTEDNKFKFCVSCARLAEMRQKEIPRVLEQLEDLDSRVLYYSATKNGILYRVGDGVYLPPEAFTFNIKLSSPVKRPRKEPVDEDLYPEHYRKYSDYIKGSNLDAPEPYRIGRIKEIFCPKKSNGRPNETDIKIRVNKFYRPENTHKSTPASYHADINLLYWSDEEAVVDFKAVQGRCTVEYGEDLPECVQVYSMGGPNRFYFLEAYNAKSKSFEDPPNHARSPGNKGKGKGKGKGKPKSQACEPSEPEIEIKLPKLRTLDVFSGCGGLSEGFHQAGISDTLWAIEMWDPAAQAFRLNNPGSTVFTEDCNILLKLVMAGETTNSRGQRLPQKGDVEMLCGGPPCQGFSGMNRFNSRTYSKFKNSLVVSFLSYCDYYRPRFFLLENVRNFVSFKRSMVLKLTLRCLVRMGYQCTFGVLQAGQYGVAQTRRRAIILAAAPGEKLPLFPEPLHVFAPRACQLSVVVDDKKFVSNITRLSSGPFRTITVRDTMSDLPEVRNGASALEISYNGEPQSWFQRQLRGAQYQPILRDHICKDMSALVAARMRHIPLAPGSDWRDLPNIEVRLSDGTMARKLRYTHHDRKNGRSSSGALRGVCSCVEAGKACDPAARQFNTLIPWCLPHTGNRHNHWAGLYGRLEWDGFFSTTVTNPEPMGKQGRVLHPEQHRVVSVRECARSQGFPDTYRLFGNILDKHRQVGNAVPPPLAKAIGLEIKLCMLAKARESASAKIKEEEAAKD
STEP inh: STEP phosphatase inhibitors, primary screen, biochemical, fluorescence intensity, uHTS; Tyrosine-protein phosphatase non-receptor type 5 (Homo sapiens), P54829; recombinant STEP, OMFP fluorogenic substrate; inhibition, % at 20 µM; 360,000 compounds, 0.25% hits; AID 588621, 2011;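 active means inhibition at 20 µM, scaled per plate between control wells, above about 37%, limit read from the data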;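 further: 0% = DMSO with enzyme and substrate and 100% = substrate only without enzyme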
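medium = Bis-Tris buffer pH 6.0, 2.5 mM DTT, 0.005% Tween 20 | test system = STEP (striatal-enriched tyrosine phosphatase) enzyme, cell-free | measure = normalized % inhibition | compound dosing = 20 µM, 1% DMSO | also added = 25 µM OMFP | schedule = reaction 20 min, ambient temperature | measured by = fluorescence read at 480 nm ex / 540 nm em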
Neddylation inh: inhibitors of cullin neddylation, primary screen, biochemical, TR-FRET, uHTS, NAE and Ubc12 | 360,000 compounds, 0.58% hits | AID 651699, 2012 | calls only at 25 µM; in the data active means inhibition above about 36%
Scp1 inh: Scp-1 phosphatase inhibitors, primary screen, biochemical, colorimetric, uHTS. 340,000 compounds, 0.88% hits. AID 493091, 2011. Recombinant Scp1, phosphopeptide, malachite green phosphate absorbance. Carboxy-terminal domain RNA polymerase II polypeptide A small phosphatase 1 (Homo …. inhibition, % at 20 µM;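 active means inhibition above about 50% at 20 µM, limit read from the data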;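 further: plate controls were DMSO wells with enzyme for no effect and wells lacking enzyme for full effect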
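Assay system: SCP-1 catalytic fragment, aa 76-261 | Buffer or medium: Tris acetate buffer pH 5.5 with MgCl2 and Tween-20 | Compound: One concentration, 20 µM, with 1.0% DMSO | Also added: Phospho 17-mer peptide substrate | Signal: Absorbance at 630 nm | Incubation: 45 min enzyme reaction at room temperature | Measure: % inhibition of SCP-1 phosphate liberation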
* hit, by the source's call; i = inactive; . = no result given; + = active, no number. This is a random part of the collection. About 4.6% of those tested had a hit in this group.

SMILES | SUMO1 PPI mod | NadD inh | Tb MetRS inh | CendR NRP1 mod | SKN-1 inh | LMPTP inh | DNMT1 block | STEP inh | Neddylation inh | Scp1 inh
CCCc1cc(=O)oc2cc(OCc3cc(OC)c(OC)c(OC)c3)c(Cl)cc12 | 11 | 3 | -0.5 | 4 | -12 | -0.9 | 2 | 1 | i | -10
CC(NC(=O)c1cnc2ccccc2n1)c1ccccc1 (stereo unspecified) | -17 | -1 | -0.7 | 9 | 8 | -0.9 | -1 | 0 | i | -3
C/C=C/c1ccc(OCC(=O)Nc2cc(Cl)ccc2-n2cncn2)c(OC)c1 | 0 | -14 | -0.5 | -6 | 0 | 3.3 | 1 | 4 | i | -6
Oc1ccc(Br)cc1CNc1cnc2ccccc2c1 | -2 | 0 | 11* | -5 | -3 | 2.2 | -16 | -3 | i | -8
CN(CCOc1ccccc1)S(=O)(=O)c1ccccc1C#N | -3 | -7 | -0.2 | -5 | -10 | -1.0 | 1 | -2 | i | -5
Clc1ccc(-c2cc(COc3ccc4ccccc4c3)no2)cc1 | 5 | 13 | 0.5 | 1 | -25 | -0.5 | 5 | 0 | i | -7
O=C(c1ccc(O)c(Br)c1)c1cc(Br)ccc1O | 9 | -2 | 0.0 | 11 | 4 | -5.0 | -1 | -2 | i | -16
CCCCOCCCNC(=O)Cc1ccccc1OC | 2 | -2 | -0.2 | 3 | 4 | -1.1 | 3 | 3 | i | -6
O=C(c1ccc(N2CCCS2(=O)=O)cc1)N1CCN(c2ccccc2)CC1 | 8 | 0 | -0.4 | 2 | -2 | -1.3 | 0 | 2 | i | -10
CCOc1ccc2nc(NCCNC(=O)Nc3ccccc3)c(C#N)cc2c1 | -1 | 13 | -0.7 | -12 | -3 | -1.9 | 10 | -5 | . | -3
CCS(=O)(=O)N1Cc2ccccc2CC1C(=O)Nc1nc2ccccc2s1 (stereo unspecified) | -2 | 15 | -0.3 | -18 | 9 | 2.3 | -5 | 0 | i | -10
CCOc1cccc2sc(NC(=O)CCS(=O)(=O)c3ccccc3)nc12 | -2 | -6 | -0.8 | -7 | -6 | -0.9 | -5 | 0 | i | 7
CC(C)(C)c1cc(/C=C2\NC(=O)NC2=O)cc(C(C)(C)C)c1O | -7 | -3 | 0.2 | 3 | 7 | 0.2 | -1 | 0 | i | -13
Cc1cc(NC(=O)CSc2ncnc3sccc23)no1 | -2 | -6 | -1.0 | -8 | -3 | -0.2 | 3 | -2 | i | 2
COc1ccccc1CN(C)CC(=O)Nc1cccc(S(=O)(=O)N2CCCC2)c1 | 2 | 0 | 0.1 | 1 | 0 | -0.7 | -5 | 0 | i | 0
Oc1ccc(Br)cc1/C=N/Nc1ccccn1 | -5 | -7 | -0.8 | 15 | -14 | -4.5 | 2 | 1 | i | -17
COc1cc(OC)cc(C(=O)NNC(=O)Cc2ccc(OC)c(S(=O)(=O)N3CCOCC3)c2)c1 | -1 | 2 | 0.4 | -10 | 2 | -1.7 | -8 | 0 | i | -4
Cc1ccc(CCN2C(=O)CCC2(C)C(=O)NC2CCCC2)cc1 (stereo unspecified) | -1 | -3 | -0.4 | 3 | 16 | -2.3 | 3 | 2 | i | 1
Cc1c(Cl)cccc1NC(=O)CCCCCN1C(=O)CCC1=O | 0 | 6 | -0.8 | -2 | 28 | 0.0 | 2 | 0 | i | -3
Fc1ccc(Nc2nc3ccccc3s2)cc1 | -1 | -7 | -0.1 | 6 | 7 | -1.1 | 2 | -3 | i | -10
CCN(CC)c1ccc(NS(=O)(=O)c2ccc3c(c2)oc(=O)n3C)c(C)c1 | 4 | -5 | -0.1 | -8 | 18 | 0.1 | 6 | 2 | i | 13
Cc1cc(CN(C)C(=O)c2ccc3nc(Cc4ccccc4F)oc3c2)n[nH]1 | -3 | 6 | -0.2 | 13 | -7 | 0.2 | -2 | -4 | i | -8
N#Cc1c(-c2ccc(Cl)cc2)ccn2nc(C3CCCCC3)nc12 | -5 | -1 | 0.0 | -12 | -1 | 2.2 | 27 | 2 | i | -7
Cc1ccccc1C(=O)NC1CCN(CC(=O)Nc2nccs2)CC1 | 0 | 4 | 0.4 | -7 | 19 | 0.0 | 1 | 1 | i | -5
COc1ccc(S(=O)(=O)CCC(=O)NCCc2cccc(C)c2)cc1 | -1 | 1 | -1.0 | 0 | -2 | -1.8 | 2 | -2 | i | 0

Continued (5 carried over from the part before).
SMILES | SUMO1 PPI mod | NadD inh | Tb MetRS inh | CendR NRP1 mod | SKN-1 inh | LMPTP inh | DNMT1 block | STEP inh | Neddylation inh | Scp1 inh
CCN(CC)c1ccc(NS(=O)(=O)c2ccc3c(c2)oc(=O)n3C)c(C)c1 | 4 | -5 | -0.1 | -8 | 18 | 0.1 | 6 | 2 | i | 13
Cc1cc(CN(C)C(=O)c2ccc3nc(Cc4ccccc4F)oc3c2)n[nH]1 | -3 | 6 | -0.2 | 13 | -7 | 0.2 | -2 | -4 | i | -8
N#Cc1c(-c2ccc(Cl)cc2)ccn2nc(C3CCCCC3)nc12 | -5 | -1 | 0.0 | -12 | -1 | 2.2 | 27 | 2 | i | -7
Cc1ccccc1C(=O)NC1CCN(CC(=O)Nc2nccs2)CC1 | 0 | 4 | 0.4 | -7 | 19 | 0.0 | 1 | 1 | i | -5
COc1ccc(S(=O)(=O)CCC(=O)NCCc2cccc(C)c2)cc1 | -1 | 1 | -1.0 | 0 | -2 | -1.8 | 2 | -2 | i | 0
COc1ccc(Cl)cc1NC(=O)CN(C)C(=O)c1sc2ccccc2c1Cl | -6 | -6 | -0.2 | 19 | 2 | 3.2 | -10 | -2 | i | -14
CCC(C)(C(=O)NC1CCCC1)N(C)C(=O)c1ccccn1 (stereo unspecified) | 3 | -2 | -1.0 | 3 | -9 | -1.5 | 1 | -2 | i | 2
CCCCNC(=O)C1c2ccccc2OCC(=O)N1CC(F)(F)F (stereo unspecified) | 3 | 1 | -1.9 | -25 | 11 | 0.0 | . | . | i | .
COc1ccc(N(CC(=O)NC2CC3CCC2C3)S(=O)(=O)c2ccccc2)cc1OC (stereo unspecified) | 5 | -3 | -1.1 | 9 | 12 | 0.3 | 5 | -4 | i | 8
COc1cc(Cl)ccc1OCc1cc(C(=O)N(C)CCc2c(C)n[nH]c2C)no1 | 1 | -6 | -0.1 | 0 | 21 | -0.2 | 9 | -4 | i | -2
COc1cc(-n2nnnc2SCC(=O)N2CCN(c3ccc(F)cc3)CC2)c(OC)cc1Cl | -2 | 3 | -1.5 | 0 | 20 | 2.5 | -7 | 1 | i | -4
Cc1cc(C(=O)CN2C(=O)C(=O)N(C3CCCC3)C2=O)c(C)n1CCc1ccc(F)cc1 | -4 | 13 | -0.3 | 7 | 10 | 1.3 | 2 | 4 | i | 0
CCOC(=O)C1(C)Oc2ccc(S(=O)(=O)CC)cc2NC1=O (stereo unspecified) | -3 | 3 | -0.1 | 2 | 0 | -0.5 | 1 | -4 | i | -9
CC(O)(c1ccc(Cl)cc1)C(c1ccccc1)c1ccccn1 (stereo unspecified) | 5 | -1 | -0.3 | -6 | 4 | 2.0 | 1 | -1 | i | -8
O=S1(=O)CC(N2CCN(Cc3ccccc3F)CC2)CN1Cc1cn(Cc2cccc(C(F)(F)F)c2)nn1 (stereo unspecified) | 0 | -2 | -0.9 | 7 | 8 | -1.4 | . | . | i | .
Cc1noc(C)c1-c1ccc(C(=O)NCC(C)C)c2occc12 | 6 | 0 | -0.2 | -8 | -9 | -0.6 | 5 | 2 | i | .
CNC(=O)CSc1nnc(-c2ccccc2)n1C | 2 | -17 | -0.5 | 4 | -4 | -0.2 | 0 | 0 | i | -8
Cc1ccc(NC(=S)NCc2cccn2C)cc1 | -3 | -5 | 1.4 | -3 | 6 | -0.2 | -14 | 5 | i | 0
CCOC(=O)N1CCN(C(=O)C[C@@H]2C[C@@]3(C(=O)OC)CCCCC=C3N(Cc3ccc4c(c3)OCO4)C2=O)CC1 | 1 | . | 0.0 | -3 | 8 | -0.1 | . | . | i | .
COC(=O)c1ccccc1C(=O)c1c(C)cc(C)cc1C | 3 | -2 | -0.4 | -2 | -1 | 0.9 | . | . | i | .
CNC(=S)N/N=C/c1c(C)cccc1Cl | -2 | 0 | -0.6 | -10 | 4 | -1.5 | 1 | 0 | i | -5
COc1ccc(S(=O)(=O)Nc2nc3ccccc3nc2Nc2cccc(C(=O)O)c2)cc1 | 7 | 7 | 0.8 | -23 | 10 | 0.2 | 1 | 0 | + | 6
COc1cc(CC(=O)NCC2CCCCC2)cc(OC)c1OC | 3 | 1 | 0.1 | -4 | -3 | -2.0 | 4 | 0 | i | 5
CCn1c(CCNC(=O)c2ccc(OC)cc2)nnc1SCC(=O)Nc1ccccc1F | -3 | -1 | -1.2 | -2 | -4 | -0.7 | 2 | -1 | i | -5
CC[C@]12c3[nH]c4ccc(Cl)cc4c3CCN1C(=O)[C@@H](CC(=O)NCCCN(C)C)C[C@@H]2C(=O)N1CCN(C(=O)C2CC2)CC1 | -20 | -1 | 0.3 | 1 | 1 | -10 | 5 | -3 | i | -4
CC1CCCCC1NC(=O)NC(=O)COC(=O)c1nccnc1N (stereo unspecified) | -9 | 2 | 0.3 | -7 | 18 | -1.4 | -3 | 3 | . | -5
O=C(N/C(=C\c1cccnc1)c1nc2ccccc2[nH]1)c1cccc(Br)c1 | -11 | 10 | 66* | 9 | -10 | -0.9 | -3 | 0 | i | -6
CC(C)(C)c1cc[n+](CC(=O)Nc2cc(C(F)(F)F)ccc2N2CCOCC2)cc1 | -1 | -2 | -0.7 | -1 | -1 | -0.1 | -2 | 5 | i | -8
COC(=O)c1ccc(C2NC(=O)NC(C)=C2C(=O)N(C)C)cc1 (stereo unspecified) | 2 | -2 | -0.1 | 11 | 1 | -1.8 | 1 | -5 | i | -4
